SKN-1 inh = C. elegans SKN-1 inhibition | inhibition, % at 21.8 µM | C. elegans VP596 Pgst-4::GFP/RFP ratio, acrylamide-induced, 24 h | AID 624304 | actives 0.49% (n = 360,000);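 active = interference check ratio from 0.5 to 1.5 plus GFP to RFP signal ratio inhibition reaching or exceeding a fixed threshold, cut at about 30% in these data, passing the limit was not always enough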; also: some compounds called inactive have numbers as strong as hits
STEP inh = inhibitors of human striatal-enriched phosphatase STEP; P54829; recombinant STEP, OMFP fluorogenic substrate, fluorescence; inhibition, % at 20 µM; actives 0.25% (n = 360,000); AID 588621;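 active = inhibition at 20 µM, scaled per plate between control wells, above about 37%, limit read from the data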;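 also: 0% = DMSO with enzyme and substrate and 100% = substrate only without enzyme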
Target sequence (P54829 whole entry, looked up): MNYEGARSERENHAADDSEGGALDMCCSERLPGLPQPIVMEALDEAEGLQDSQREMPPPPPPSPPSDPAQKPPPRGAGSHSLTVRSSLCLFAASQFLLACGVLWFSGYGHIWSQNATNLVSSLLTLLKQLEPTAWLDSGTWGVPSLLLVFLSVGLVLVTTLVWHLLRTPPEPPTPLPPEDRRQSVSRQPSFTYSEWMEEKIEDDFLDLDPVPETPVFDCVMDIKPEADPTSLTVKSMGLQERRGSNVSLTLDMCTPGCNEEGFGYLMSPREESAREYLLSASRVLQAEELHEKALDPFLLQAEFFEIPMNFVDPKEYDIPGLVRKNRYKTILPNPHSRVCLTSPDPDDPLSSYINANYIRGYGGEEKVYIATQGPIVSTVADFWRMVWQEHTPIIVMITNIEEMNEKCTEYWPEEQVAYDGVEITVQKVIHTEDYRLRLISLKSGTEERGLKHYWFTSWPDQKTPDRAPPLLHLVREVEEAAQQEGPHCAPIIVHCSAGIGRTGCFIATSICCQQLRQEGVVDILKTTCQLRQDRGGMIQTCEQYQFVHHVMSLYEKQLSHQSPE
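System: isolated STEP enzyme; schedule: 20 min enzyme reaction at room temperature, protected from light; medium: Bis-Tris buffer pH 6.0, 2.5 mM DTT, 0.005% Tween 20; signal: fluorescence, 480/540 nm; dosing: single compound dose of 20 µM, 1% DMSO final; also added: OMFP substrate, 25 µM final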
CendR NRP1 mod = alters CendR peptide binding to human NRP-1 | AID 602438 | actives 0.85% (n = 360,000) | inhibition, % at 25 µM | FAM-RPARPAR peptide binding to NRP-1, fluorescence polarization | O14786;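 active = inhibition or corrected inhibition above about 18%, plus a signal ratio from 0.5 to 1.5, limit read from the data, passing the limit was not always enough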; also: strong numbers were not always called active
LMPTP block = LMPTP (human) inhibition. recombinant LMPTP-A, OMFP fluorogenic substrate, fluorescence intensity. inhibition, % at 20 µM. actives 0.22% (n = 360,000). AID 651560;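 active = compounds that cut the enzyme signal by at least half of the control window in the single-dose screen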;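 also: plate controls were DMSO wells with enzyme plus substrate for no effect and substrate without enzyme for full effect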
Target sequence (P24666 whole entry, looked up): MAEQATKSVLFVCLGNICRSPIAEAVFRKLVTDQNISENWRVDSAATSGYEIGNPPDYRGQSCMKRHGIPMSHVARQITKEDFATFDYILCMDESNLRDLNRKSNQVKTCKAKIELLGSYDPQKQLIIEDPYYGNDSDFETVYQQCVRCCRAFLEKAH
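Test system – LMPTP-A enzyme · Amount – LMPTP-A at 0.625 nM final in the reaction · Buffer or medium – Bis-Tris pH 6.0, DTT, detergent · Reagent – OMFP 400 µM · Doses – single 20 µM dose · Schedule – reaction 50 min, room temperature, dark · Detection – fluorescence intensity of OMFP turnover product · Evaluation – percent inhibition versus substrate-only and uninhibited controls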
SUMO1-SIM PPI = alters human SUMO1 binding to SIM partners; P63165; SUMO1 binding to a labelled peptide, TR-FRET, 1 h; inhibition, % at 20 µM; actives 0.33% (n = 360,000); in the data active = inhibition above about 37%
Target sequence (P63165 whole entry, looked up): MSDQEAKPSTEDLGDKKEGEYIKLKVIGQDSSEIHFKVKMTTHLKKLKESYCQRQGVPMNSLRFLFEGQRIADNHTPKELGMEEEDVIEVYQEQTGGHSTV
Scp-1 inhibitor = inhibitors of human Scp-1 phosphatase | Q9GZU7 | inhibition, % at 20 µM | Recombinant Scp1, phosphopeptide, malachite green phosphate absorbance | actives 0.88% (n = 340,000);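 active = inhibition above about 50% at 20 µM, limit read from the data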;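 also: plate controls were DMSO wells with enzyme for no effect and wells lacking enzyme for full effect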
Target sequence (Q9GZU7 76-261 limits assumed): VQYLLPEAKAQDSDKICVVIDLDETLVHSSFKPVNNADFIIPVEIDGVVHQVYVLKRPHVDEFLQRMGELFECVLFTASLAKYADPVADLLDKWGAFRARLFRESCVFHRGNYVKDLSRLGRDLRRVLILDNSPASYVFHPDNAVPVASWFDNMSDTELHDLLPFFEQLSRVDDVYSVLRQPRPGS
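Times: enzyme reaction 45 min at room temperature, colour 5 min, stabilisation 30 min. Material: SCP-1 catalytic fragment, aa 76-261. Medium: Acidic Tris acetate buffer with magnesium and detergent. Signal: colorimetric free-phosphate detection, absorbance 630 nm. Read-out basis: % inhibition of SCP-1 phosphate liberation. Reagent: Phosphorylated 17-residue peptide substrate.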
DNMT1 block = inhibitors of human DNMT1; P26358; DNMT1 molecular beacon, Hinp1I cleavage, fluorescence; inhibition (reported as % activation of signal), % at 10 µM; actives 0.83% (n = 360,000); in the data active = inhibition above about 50%
NadD block = inhibitors of Staphylococcus aureus NadD; purified NadD enzyme, colorimetric absorbance read-out; inhibition, % at 20 µM; actives 0.78% (n = 360,000); AID 602399; in the data active = inhibition above about 26%; also: some compounds past the cut are filed as inactive
MT1-MMP act inh = MT1-MMP (human) activation inhibition. GFP/RFP ratio change, % at 20 µM. P50281. actives 0.061% (n = 360,000). HT1080 RFP-PRO-GFP cells, GFP/RFP ratio fluorescence, overnight; percent of plate control window, DMSO zero. AID 651647;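 active = GFP/RFP ratio change of at least 30% with cell ATP level not reduced by more than half and red fluorescence within 50% of control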; also: strong numbers were not always called active
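Assay system: HT1080 RFP-PRO-GFP cells | Dosing: 20 µM single dose, 1% DMSO | Incubation: Cells overnight before dosing, compound overnight, 37 °C, 5% CO2 | Evaluation: GFP/RFP fluorescence ratio | Control set: DMSO-only wells and HT1080 RFP-L50D-GFP cell wells as references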
Rpn11 inh = inhibitors of human proteasome Rpn11 | O00487 | human 26S proteasome, Ub4-pepOG fluorescence polarization; 20S core pre-blocked with epoxomicin | calls only at 20 µM | actives 0.59% (n = 360,000) | AID 588493;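 active = inhibition at 20 µM, scaled to each plate's controls, above about 33%, limit read from the data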
The depositor's hits bear a star; i = inactive; . = no result given. Hits appear at their usual frequency; about 3.9% have a hit in one of these screens.

DNMT1 block,NadD block,Rpn11 inh,SUMO1-SIM PPI,CendR NRP1 mod,SKN-1 inh,Scp-1 inhibitor,STEP inh,LMPTP block,MT1-MMP act inh,SMILES
2,1,i,6,18,9,-5,2,-1.2,-3,Cc1ccc(S(=O)(=O)NCc2ccccc2)cc1C(=O)NCC1CCCO1 (stereo not drawn)
-3,-2,i,-19,0,-21,0,2,0.1,1,COCCCn1cnc2c(c1=O)c1nc3ccccc3nc1n2-c1ccc(C)cc1
-2,1,i,3,-1,-1,-3,-2,0.2,2,COc1cc2c(cc1OC)C(COc1ccccc1OC)N(C(=O)c1ccco1)CC2 (stereo not drawn)
1,-4,i,2,-15,13,0,1,-1.7,3,CCOC(=O)C1CCN(C(=O)CCc2ccc(S(=O)(=O)NC(C)C)cc2)CC1
4,7,i,-1,5,-8,-6,-2,-1.0,0,O=C(CCCn1c(=O)oc2ccccc21)NNC(=O)COc1ccc(F)cc1
-3,-1,i,4,0,-1,.,2,2.8,1,COc1ccc(/C=C/C(=O)c2c(O)cc(OC)cc2OC)cc1
0,7,i,-1,-7,11,11,0,1.7,-3,COC(=O)c1c(NC(=O)CC2SC(N)=NC2=O)sc2c1CCC(C(C)(C)C)C2 (stereo not drawn)
2,2,i,3,-6,-2,-10,-3,-2.5,3,CC1CC(C)CN(C(=O)CN2C(=O)NC3(CCCCCC3)C2=O)C1 (stereo not drawn)
1,-1,i,-1,8,21,1,-1,0.1,0,C=CCn1c(SC/C=C/c2ccccc2)nnc1-c1sc(N)nc1C
5,7,i,-54,8,10,17,5,63*,-3,CC(=O)C1CCC2C3CC=C4CC(SC(=N)N)CCC4(C)C3CCC12C (stereo not drawn)
1,-4,i,7,-2,14,-2,0,-1.4,-1,CSCCC(NS(=O)(=O)c1ccc(C)cc1)C(=O)N1CCN(C(C)=O)CC1 (stereo not drawn)
-1,-1,i,4,12,21,-11,1,1.7,-1,Cc1ccc(OCc2cc(C(=O)N3CCCCCCC3)no2)cc1C

(cont.)
DNMT1 block,NadD block,Rpn11 inh,SUMO1-SIM PPI,CendR NRP1 mod,SKN-1 inh,Scp-1 inhibitor,STEP inh,LMPTP block,MT1-MMP act inh,SMILES
1,4,i,-16,10,4,-2,1,-1.2,7,CCC(C(=O)NCCCc1ccccc1)n1nc(C)c2c(C)n(-c3ccccc3)nc2c1=O (stereo not drawn)
4,-6,i,17,-11,14,-12,-1,-1.5,2,CC(=O)Oc1cccc(C(=O)Nc2cccc(C(=O)Nc3ccccc3C(=O)O)c2)c1
-5,-3,i,-2,9,3,3,2,-3.2,7,CCN(CC)C(=O)c1sc2nc(-c3ccncc3)[nH]c(=O)c2c1C
20,72*,i,7,-26,3,-10,0,0.1,-1,CCOc1cc(/C=C2/N=C(c3ccc(C(C)(C)C)cc3)OC2=O)cc(Cl)c1OS(C)(=O)=O
-6,7,i,11,3,9,5,2,1.2,0,Cc1ccc(S(=O)(=O)/N=C(\N)Nc2nc(C)c3cc(C)ccc3n2)cc1
0,-2,i,-16,-12,9,-3,3,4.1,1,COc1ccc2oc(=O)c(-c3cn4ccc(C)cc4n3)cc2c1
-4,-8,i,-11,2,3,-4,0,-0.9,10,O=C(O)c1ccc2c(c1)C(=O)N(NC(=O)c1ccccc1)C2=O
-1,-3,i,1,-6,8,2,0,1.0,0,Cc1cc(N2CCCCC2)nc2ccc(NC(=O)CCC(=O)NCCC(C)C)cc12
-4,4,i,1,-3,7,3,0,-2.1,3,CC1=C(C(=O)Nc2ccccc2C(F)(F)F)C(c2ccc(C)s2)NC(=S)N1 (stereo not drawn)
0,2,i,-20,-7,3,-7,0,-0.3,1,COc1ccc(C(=O)CSc2nc(C)cc(C)n2)cc1[N+](=O)[O-]
3,2,i,-24,-1,83*,10,0,2.9,3,Cc1cc(-c2nc3cc(F)ccc3s2)ccc1N
15,2,i,5,-4,-5,11,0,-0.1,-4,O=C(Nc1ccc(S(=O)(=O)Nc2ncccn2)cc1)c1cncc(Br)c1

Remaining list, next part.
DNMT1 block,NadD block,Rpn11 inh,SUMO1-SIM PPI,CendR NRP1 mod,SKN-1 inh,Scp-1 inhibitor,STEP inh,LMPTP block,MT1-MMP act inh,SMILES
24,1,i,5,-10,11,9,-2,1.7,-12,c1coc(C2Nc3ccccc3-c3nc4ccccc4n32)c1 (stereo not drawn)
3,-2,i,-2,4,7,-2,-3,-3.5,2,CN(CC(=O)NCCCN1CCOCC1)S(=O)(=O)c1ccc(F)cc1
1,3,i,-5,1,7,-10,1,1.2,1,O=[N+]([O-])c1cc(S(=O)(=O)c2ccc(N3CCCCC3)c([N+](=O)[O-])c2)ccc1N1CCCCC1
-1,-1,i,0,3,3,-5,2,-0.4,1,Cc1cnc(NC(=O)CC2OC(=O)c3ccccc32)s1 (stereo not drawn)
2,4,i,-3,-4,5,-3,0,-1.3,-1,CCCC(=O)N1CCN(c2ccc(NC(=O)C(C)(C)C)cc2)CC1
4,-4,i,1,-8,1,-4,1,-0.4,1,CCOc1ccc(OCC)c(NC(=O)CC2Oc3ccc(C)cc3NC2=O)c1 (stereo not drawn)
-1,-8,i,4,-5,-8,-7,2,0.9,2,CCN(CC(=O)Nc1ccc(OC)cc1)C(=O)CSCc1ccc(C)cc1
.,.,.,5,-4,0,.,.,-0.5,-11,COC(=O)[C@@]12C[C@@H](CC(=O)N3CCOCC3)C(=O)N(Cc3cccc4ccccc34)C1=CCC(C)(C)C2
-5,9,i,2,4,-4,0,1,3.3,0,O=C(Cc1c[nH]c2ccccc12)N1CCN(S(=O)(=O)c2cccc(Cl)c2Cl)CC1
-1,-1,i,-1,0,1,-7,-1,-1.6,6,OC(CNC1CCCC1)COc1c(F)cc(Br)cc1F (stereo not drawn)
-7,-6,i,5,27*,-1,-17,0,2.0,-4,C=C1CCN([C@@H](Cc2ccccc2)C(=O)Nc2ccc(OC)cc2)S(=O)(=O)c2ccccc21
-7,2,i,5,2,8,-3,-1,-2.1,2,COc1cc(-c2nc(CN3CCCN(C(=O)c4ccco4)CC3)c(C)o2)ccc1F

3 records drawn at random from those above, as already listed:
DNMT1 block,NadD block,Rpn11 inh,SUMO1-SIM PPI,CendR NRP1 mod,SKN-1 inh,Scp-1 inhibitor,STEP inh,LMPTP block,MT1-MMP act inh,SMILES
-1,-8,i,4,-5,-8,-7,2,0.9,2,CCN(CC(=O)Nc1ccc(OC)cc1)C(=O)CSCc1ccc(C)cc1
-5,9,i,2,4,-4,0,1,3.3,0,O=C(Cc1c[nH]c2ccccc12)N1CCN(S(=O)(=O)c2cccc(Cl)c2Cl)CC1
1,3,i,-5,1,7,-10,1,1.2,1,O=[N+]([O-])c1cc(S(=O)(=O)c2ccc(N3CCCCC3)c([N+](=O)[O-])c2)ccc1N1CCCCC1

Other entries follow.
DNMT1 block,NadD block,Rpn11 inh,SUMO1-SIM PPI,CendR NRP1 mod,SKN-1 inh,Scp-1 inhibitor,STEP inh,LMPTP block,MT1-MMP act inh,SMILES
-2,-3,i,-2,10,13,-7,0,1.6,-2,COc1ccc(OC)c(C2/C(=C(\O)c3ccc4c(c3)OCCO4)C(=O)C(=O)N2CC2CCCO2)c1 (stereo not drawn)
-2,-2,i,2,2,8,-5,0,1.9,-2,CS(=O)(=O)N(CC(=O)Nc1ccc(F)cc1F)C1CCCCC1
-2,5,i,4,-2,-3,4,4,0.2,1,Cc1nc(SCC(=O)Nc2cc(C(N)=O)cc(C(N)=O)c2)c2c(C)c(C)sc2n1
-1,16,i,5,0,14,-3,-4,0.4,2,COc1cc(S(=O)(=O)N2CCOCC2)ccc1NC(=O)COC(=O)COc1ccccc1
-10,0,i,-5,-2,2,-25,-1,-0.3,-1,CCC(C)OC(=O)C1=C(C)NC2=C(C(=O)C(C(=O)OC)C(C)C2)C1c1ccc(N(C)C)cc1 (stereo not drawn)
2,-1,i,1,-6,-1,-7,1,0.5,1,CC1=C(C(=O)OCC2CCCO2)C(c2ccc(Cl)cc2)NC(=O)N1 (stereo not drawn)
2,7,i,0,5,0,-7,4,4.0,-6,COC(=O)c1c(-c2ccccc2)csc1NC(=O)CSc1ncnc2sc(C)c(C)c12
1,0,i,-2,8,-8,6,0,-1.2,1,NS(=O)(=O)c1cccc2c1c([N+](=O)[O-])cc1nc(O)c(O)nc12
-7,-8,i,0,0,4,-8,0,1.6,-1,COc1cccc(-c2cc(C(=O)Nc3c(C)nn(Cc4ccccc4C)c3C)no2)c1
1,1,i,2,-9,-14,-7,2,-1.3,1,COc1ccc(NC(=O)CSc2ccc3c(c2)OCCO3)cc1OC
-1,-4,i,-16,-10,3,.,1,-0.5,-4,O=C(NCc1cccs1)c1ccc2sc(C3=C[C@@H](O)[C@@H](O)[C@@H](CO)O3)nc2c1
-4,2,i,10,-10,1,.,0,-0.8,0,CCc1nc2c(OCC(=O)c3ccc(F)cc3)cccn2c1N(C)C(=O)c1cccs1

Further compounds:
DNMT1 block,NadD block,Rpn11 inh,SUMO1-SIM PPI,CendR NRP1 mod,SKN-1 inh,Scp-1 inhibitor,STEP inh,LMPTP block,MT1-MMP act inh,SMILES
0,-8,i,9,10,-4,-6,3,0.9,17,Cn1c(=O)n(Cc2ccccc2)c(=O)c2c1nc1n2CCCN1CCc1ccccc1
0,6,i,-4,-2,3,-5,2,-0.6,-3,Cc1ccc(-n2c(C)cc(/C=N/NC(=O)c3ccncc3)c2C)c(C)c1
-6,0,i,15,-12,-6,.,-3,-1.6,3,COc1ccc(C2CCc3cc4c(cc3C2=NO)OCO4)cc1OC (stereo not drawn)
1,2,i,-11,7,-1,-5,-2,-0.6,-5,O=C(/C=C/c1cccc(Cl)c1)NNC(=O)c1ccncc1

Assay outcomes: PubChem, Sanford-Burnham Center for Chemical Genomics
